MmCpn inh: blocks the Methanococcus maripaludis chaperonin Mm-Cpn; purified Mm-Cpn ATPase, ADP Transcreener TR-FRET; AID 504842; 0.031% of 330,000 active; Potency, µM (series often up to 76.9 µM), for the others: at the highest dose activity, negative = inhibition, most hits filed as inhibitors; note: potency is the fitted concentration of half-maximal effect; % is set by controls: 0 for no effect and ±100 for the full control effect; nearly all actives have a fitted effect of over 80% in size
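Reaction buffer contained 30 mM Tris pH 7.4, 100 mM KCl, 5 mM MgCl2 and 1 mM DTT. Mm-CPN (25 nM final) hydrolysed 10 uM ATP over 30 min at 37°C; ADP was read by HTRF.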
A549 tox: A549 cytotoxicity, counter-screen for Nrf2 inhibitors. A549 ARE-Fluc cells, CellTiter-Fluor viability, 18-24 h. Potency, µM (highest dose often 46 µM), for inactives: at the highest dose activity change, negative = cytotoxicity, actives largely listed as inhibitors. 0.16% of 390,000 active. AID 504648; note: potency is the fitted concentration of half-maximal effect; % is set by controls: 0 for no effect and ±100 for the full control effect
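Cytotoxicity counterscreen: CellTiter-Fluor fluorescence was measured in A549 ARE_Fluc cells after 18-24 h of compound exposure in a concentration series. The subsequent BugLite luminescent read reports ARE-luciferase activity.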
Nrf2 inh: blocks Nrf2 signaling. 2.1% of 360,000 active. A549 ARE-Fluc reporter, luciferase luminescence, 18-24 h. Potency, µM (top dose mostly 46 µM), for the others: at the top dose activity change, negative = inhibition, actives largely listed as inhibitors; note: potency is the fitted concentration of half-maximal effect; % is set by controls: 0 for no effect and ±100 for the full control effect; nearly all actives have a fitted effect of over 60% in size
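A549 ARE_Fluc cells (5000/well, 5% FBS OPTI-MEM) pre-incubated 2 h, then treated with compounds 18-24 h at 37C/5% CO2 in concentration-response. CellTiter-Fluor viability read first; BugLite luciferase luminescence after 15 min at room temperature gives Nrf2 activity.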
Abeta rescue: restores growth of yeast expressing A-beta42 peptide. yeast expressing A-beta42, growth rescue, OD600, 48 h; response scale: 0% DMSO, 100% iron-clioquinol control. Potency, µM (titrated, usually from 46.1 µM), for inactives: top-dose growth rescue, actives largely listed as activators. 0.063% of 410,000 active; note: potency is the fitted concentration of half-maximal effect; nearly all actives have a fitted effect of over 55% in size
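Yeast A-beta toxicity model in growth medium with pinned compounds, 48 h at 30 C; growth read as absorbance at 600 nm. Normalized to FeCl3/clioquinol equimolar mix (positive) and DMSO (negative).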
HepG2 viability: HepG2 cytotoxicity, counter-screen for TGF-b inhibitors | HepG2 CAGA-GFP viability, ATP luminescence, 18 h | Potency, µM (doses to about 46.1 µM), inactives show at the top dose activity change, negative = cytotoxicity, usual class: cytotoxic | 0.76% of 410,000 active | AID 588856; note: potency is the fitted concentration of half-maximal effect; some results filed as inactive show a strong effect at the top dose
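HepG2 CAGA-GFP cells (1000/well, DMEM with 1% FBS) received compound, then TGF-beta at 500 pg/mL final, and were incubated 18 hours at 37 degrees C. Viability was read by CellTiter-Glo luminescence. Media-only wells were set as complete cell-killing and DMSO as no toxicity.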
TGFb SMAD3 inh: TGF-b pathway inhibition | HepG2 CAGA-GFP TGF-b/SMAD3 reporter, GFP fluorescence, 18 h; TGF-beta stimulated, 500 pg/mL final | Potency, µM (top dose mostly 46.1 µM), without a hit: at the highest dose activity, negative = inhibition, most hits filed as inhibitors | 1.2% of 410,000 active | AID 588855; note: potency is the fitted concentration of half-maximal effect; % is set by controls: 0 for no effect and ±100 for the full control effect; nearly all actives have a fitted effect of over 65% in size
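Cell-based qHTS in HEPG2 carrying a CAGA-GFP Smad reporter; compounds added before 500 pg/mL final TGF-beta, 18 h incubation at 37 degrees C, GFP fluorescence quantified per cell by imaging cytometry.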
CCT chaperon mod: changes cytosolic chaperonin activity | AID 651819 | purified chaperonin ATPase assay, HTRF ADP detection, 30 min | 0.3% of 360,000 active | activity change, % (test concentration not listed), hits read low; in the data active = activity change below about -30%; note: % is set by controls: 0 for no effect and ±100 for the full control effect
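TRiC at 40 or 20 nM final (batch-dependent) in 30 mM Tris pH 7.4, 100 mM KCl, 5 mM MgCl2, 1 mM DTT, with compound at single 76 uM and 10 uM ATP, 30 min at 37 deg C. ADP detected by HTRF Transcreener, 665/615 ratio.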
pAkt inh: Akt phosphorylation inhibition; Neuro2A IGF-stimulated pAkt S473 HTRF, 20 min; stronger effect = lower value; activity change, % for hits at 50 µM; 0.32% of 360,000 active; AID 651550; in the data active = activity change below about -80%; inconclusive = mostly about -51% to -80%; note: % is set by controls: 0 for no effect and ±100 for the full control effect
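Single-point screen (50 µM final compound) in Neuro2A cells stimulated 20 min with 6 nM IGF at 37 deg C. After lysis, Ser473-phosphorylated Akt read by HTRF (ex 330 nm, em 615/665 nm) as the 665/615 ratio.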
Nrf2 ARE act: Nrf2 pathway activation | AREc32 ARE-luciferase reporter (MCF7-derived line), luminescence, 24 h | Potency, µM (top dose mostly 46.1 µM), for the others: at the highest dose activation, hits mostly activators | 0.31% of 410,000 active; note: potency is the fitted concentration of half-maximal effect; % of control where 0% means no effect; nearly all actives have a fitted effect of over 65% in size
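Luciferase luminescence (Steady-Glo, 30 min at room temperature) served as the read-out of ARE activation in AREc32 cells treated with compounds for 24 hr at 37 deg C.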
The depositor's hits bear a star; i = inactive; ? = inconclusive; . = not tested or not shown; [ ] = another dose, or the depositor's remark. Unless noted, calls come from the whole dose curve; as a rule, active = well fitted curve in the direction sought with a large enough effect; inconclusive = small, poorly fitted or top-dose-only effect, or another doubt; inactive = no such curve, though single readings can be large; an effect the other way counts as inactive or inconclusive.

SMILES | MmCpn inh | A549 tox | Nrf2 inh | Abeta rescue | HepG2 viability | TGFb SMAD3 inh | CCT chaperon mod | pAkt inh | Nrf2 ARE act
O=c1[nH]c(SCCOc2cccc3ccccc23)nc2ccccc12 | -2.4% | -9.1% | 28.4% | -7.9% | -5.3% | 14.2% | -3.4 | i | 0.6%
NC(=O)C1Cc2ccccc2CN1C(=O)c1nn(Cc2ccccc2)c(=O)c2ccccc12 (stereo unspecified) | -0.1% | -7.3% | -12.4% | -14.8% | -3.5% | -4.0% | 0.0 | i | -0.2%
CCN(C(=O)CSc1nc(C2CC2)n(-c2ccccc2)n1)C1CCS(=O)(=O)C1 (stereo unspecified) | 0.0% | -4.8% | 9.2% | 3.3% | -40.0% | -6.3% | -1.1 | i | -0.1%
COc1ccccc1CN1CCN(Cc2ccc3ccccc3c2)CC1 | 1.2% | -0.6% | 24.2% | 7.5% | -33.6% | -13.6% | -0.2 | i | 0.1%
Cn1c(=O)c2c(ncn2CC(=O)Nc2ccccc2)n(C)c1=O | 0.0% | -9.2% | -5.4% | 11.4% | 14.6% | -1.4% | -0.1 | i | -0.1%
N=c1c2ccccc2nc2n1CCCCCCCCCCC2 | . | ? | ? | -32.8% | -36.6% | ? | 0.0 | i | 3.1%
Cc1oc(CC(C)C)cc1C(=O)Nc1ccc(C(=O)O)cc1 | 0.5% | 5.8% | 20.7% | 10.1% | -2.2% | ? | -0.1 | i | -0.1%
CCC(Oc1ccccc1F)C(=O)NCCCn1ccnc1 (stereo unspecified) | -5.0% | 9.0% | 16.0% | -3.6% | -14.4% | 13.7% | -2.4 | i | -0.6%
Cc1cc(C)n(-c2nnc(NC34CC5CC(CC(C5)C3)C4)nn2)n1 | -3.2% | -0.1% | ? | -10.4% | -39.0% | -29.4% | -0.7 | i | 3.9%
COc1ccc(C(=O)N2CCCC2)cc1S(=O)(=O)N1CCC(C)CC1 | 2.6% | 1.0% | -8.0% | 5.7% | -10.7% | 5.7% | -0.1 | i | -0.6%
O=C(CCc1ccccc1)NCC(=O)N/N=C/c1ccc(O)cc1O | -4.9% | 9.9% | ? | 3.9% | 22.1% | ? | 1.4 | i | -2.0%
CCCNC(=O)C1(C)CCCN(Cc2ccccc2F)C1 (stereo unspecified) | . | . | . | 0.9% | 0.1% | 17.0% | -0.9 | i | -0.7%
CCc1ccc(-c2nc(CN3CCCC(C(=O)NCc4ccccc4Cl)C3)c(C)o2)cc1 (stereo unspecified) | . | -19.0% | -6.3% | -17.7% | -40.8% | ? | . | . | 1.3%
O=C(CSc1nncc2ccccc12)Nc1cccc(O)c1 | -8.4% | 1.2% | ? | -4.7% | -3.4% | -14.1% | 0.3 | i | 2.3%
CCOC(=O)c1c(C)[nH]c(C)c1S(=O)(=O)N(C)CC(=O)N1CCN(c2ccc(Cl)cc2)CC1 | . | 0.4% | ? | -5.0% | -1.7% | ? | . | . | 0.6%
O=C(Nc1cccc(NC(=O)c2ccc(F)cc2)c1)c1ccc(F)cc1 | 0.1% | -3.4% | 1.4% | 0.8% | -1.0% | 2.1% | 0.0 | i | 4.9%
CCC(=O)NC(c1ccccc1)c1c(O)ccc2ccccc12 (stereo unspecified) | 0.1% | -2.3% | 1.6% | 0.5% | -16.7% | -15.8% | -2.1 | i | 0.2%
O=C(CCCCn1c(=O)c2ccccc2n(Cc2ccccc2F)c1=O)NCc1ccc2c(c1)OCO2 | . | -4.3% | 4.3% | -3.8% | 3.9% | -2.2% | . | . | -0.3%
CN(C(=O)OC(C)(C)C)[C@H](Cc1ccccc1)C(=O)N[C@H]1CCCCNC1=O | -1.4% | 0.8% | 10.5% | -6.9% | 1.6% | 0.6% | 0.7 | i | -0.9%
CCC(c1nc2ccccc2[nH]1)N(Cc1cccnc1)C(=O)c1cc(-c2ccccc2)on1 (stereo unspecified) | . | . | . | -0.1% | -15.6% | ? | 0.9 | i | 4.3%
CCN(CC)CCCNC(=O)c1cn(CC)c2cc(N3CCN(C(=O)c4ccco4)CC3)c(F)cc2c1=O | -0.2% | 4.0% | 17.6% | 0.1% | 9.8% | 7.3% | -1.0 | i | -0.5%
Cc1nc(-c2ccc(S(=O)(=O)N3CCCN(CCc4ccccc4)CC3)s2)cs1 | -2.4% | -15.4% | ? | -1.0% | -18.7% | 8.91µM* | 3.3 | i | 2.6%
CN(C)S(=O)(=O)c1cccc(NC(=O)CSc2nc3c(cc2C#N)C(=O)CC(C)(C)C3)c1 | -1.9% | -0.9% | ? | 17.4% | -20.2% | ? | -1.7 | i | 14.3%
O=C(Nc1cccnc1Cl)c1ccc2c(Cl)c3c(nc2c1)CCC3 | 1.3% | 3.0% | ? | -15.8% | 1.4% | -24.0% | -0.5 | i | 8.5%
COc1ccc(-c2cc(NC(C)=O)c3ncc(-c4ccccc4)n3c2)c(OC)c1 | . | . | . | 5.7% | 2.7% | ? | 1.0 | i | 20.9%
O=C(/C=C/c1nc2ccccc2s1)N1CCCCCC1 | -1.9% | 2.4% | ? | -41.6%[inhibitor] | -13.6% | 5.9% | 0.0 | i | 4.2%
CN1CCN(CCCNC(=O)c2ccc3nc(Cc4ccccc4)oc3c2)CC1 | . | 22.2% | . | -20.6% | 9.8% | 0.2% | . | . | -0.6%
Cc1ccc(C(=O)Nc2nc3ccc(S(C)(=O)=O)cc3s2)s1 | 0.5% | 22.6% | 5.9% | -0.5% | -28.4% | -3.6% | 0.3 | i | 0.3%
C=CC[N+]1(CC=C)CCOCC1 | -3.4% | -5.4% | -6.3% | 3.0% | -3.8% | 6.1% | -0.6 | i | -0.4%
CCCCC(=O)Oc1ccccc1C1SCc2cc(C)c(C)cc2CS1 | 0.1% | 6.7% | 0.8% | -14.1% | -8.4% | 0.0% | 0.1 | i | 0.0%

Reprinted from the part before: 2 compounds, followed by the next part.
SMILES | MmCpn inh | A549 tox | Nrf2 inh | Abeta rescue | HepG2 viability | TGFb SMAD3 inh | CCT chaperon mod | pAkt inh | Nrf2 ARE act
C=CC[N+]1(CC=C)CCOCC1 | -3.4% | -5.4% | -6.3% | 3.0% | -3.8% | 6.1% | -0.6 | i | -0.4%
CCCCC(=O)Oc1ccccc1C1SCc2cc(C)c(C)cc2CS1 | 0.1% | 6.7% | 0.8% | -14.1% | -8.4% | 0.0% | 0.1 | i | 0.0%
CCOc1ccc(C2NC(=O)Cc3cc(OC)c(OC)cc32)cc1 (stereo unspecified) | 0.8% | 2.1% | -5.3% | -20.9% | 4.1% | 2.2% | 2.4 | i | 2.1%
CCCCC1=CC2=C(c3ccco3)C(=O)C(C)(OC(=O)c3ccc(OC)cc3)C(=O)C2=CN1CC1CC1 (stereo unspecified) | -1.1% | -21.0% | -3.4% | -12.3% | -7.4% | -22.6% | -0.4 | i | 5.5%
O=C(Cn1nnc2ccccc21)c1ccc(Br)cc1 | -3.5% | 1.8% | 6.1% | -7.6% | -11.3% | -2.3% | 1.6 | i | 3.4%
CCNc1ccc(Br)cc(C(=O)/C=C/c2ccc(Cl)cc2)c1=O | -0.7% | ? | ? | -2.0% | -43.0% | -0.5% | -3.9 | i | ?
COc1ccc(OC)c(N2CC(O)(c3cccs3)[N+]3=C2SCCC3)c1 (stereo unspecified) | 0.4% | 3.5% | 5.7% | 1.4% | 7.9% | 9.8% | -1.2 | i | -0.7%
CN(CC(=O)Nc1ccc(Cl)c(C(F)(F)F)c1)C(=O)CCC(=O)c1ccccc1 | 3.0% | -0.6% | -7.0% | 8.5% | -30.9% | ? | 0.5 | i | 0.2%
CCOc1cc(CNCc2cccnc2)cc(Br)c1OCC(N)=O | 0.5% | 1.7% | -3.5% | 3.1% | 7.7% | -18.5% | -4.5 | i | 0.2%
COc1ccccc1/C=C/C(=O)NC1CC2CCC1C2 (stereo unspecified) | 0.8% | 0.8% | 7.7% | -7.2% | -2.2% | 11.2% | 1.8 | i | 0.8%
CCCn1cc(S(=O)(=O)c2ccc(Cl)cc2)c(=O)c2cc(OC)ccc21 | -1.9% | ? | 3.8% | 20.6% | -3.3% | 20.0% | -0.6 | i | -0.5%
CC(=O)c1cccc(NC(=O)Nc2cc3c(cc2N2CCCC2)n(C)c(=O)n3C)c1 | . | 7.5% | -28.1% | -14.7% | -38.6% | -27.9% | . | . | 12.8%
N=C(N)SCc1ccccn1 | -0.3% | -20.0% | -5.0% | -3.4% | -8.9% | -5.0% | -2.1 | i | 6.7%
CCn1nc(C)c(/C=N/NC(=O)Cn2nnc(N)n2)c1C | 2.6% | 9.9% | 7.9% | -8.2% | 92.5% | 17.1% | -0.4 | i | -0.1%
Cc1ccc(S(=O)(=O)c2c(COC(=O)c3ccc(Cl)cc3)c(-c3ccccc3)nn2C)cc1 | -0.6% | 0.4% | -5.1% | 2.6% | 2.4% | 19.7% | -0.5 | . | 0.1%
CC(C)(C)n1nnnc1C(c1ccccc1)N1CCN(c2c(Cl)cncc2Cl)CC1 (stereo unspecified) | . | . | . | -42.2%[inhibitor] | . | . | -1.3 | i | 7.1%

Random excerpt: two entries already listed
SMILES | MmCpn inh | A549 tox | Nrf2 inh | Abeta rescue | HepG2 viability | TGFb SMAD3 inh | CCT chaperon mod | pAkt inh | Nrf2 ARE act
COc1ccc(OC)c(N2CC(O)(c3cccs3)[N+]3=C2SCCC3)c1 (stereo unspecified) | 0.4% | 3.5% | 5.7% | 1.4% | 7.9% | 9.8% | -1.2 | i | -0.7%
CN(CC(=O)Nc1ccc(Cl)c(C(F)(F)F)c1)C(=O)CCC(=O)c1ccccc1 | 3.0% | -0.6% | -7.0% | 8.5% | -30.9% | ? | 0.5 | i | 0.2%

This is a random part of the collection; overall some 4.3% were active at least once.
